Assay outcomes: PubChem, The Scripps Research Institute Molecular Screening Center
GSTO1 inh = GSTO1 inhibition, counter-screen for RBBP9 inhibitors | recombinant GSTO1, activity-based probe fluorescence polarization | AID 1974 | actives 1.1% (n = 300,000) | inhibition, % at 5.96 µM | P78417;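 active = inhibition above the campaign mean inhibition plus 3 SD, cut at about 35% in these data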;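 also: 0% = GSTO1-1 with DMSO and 100% = wells lacking GSTO1-1 enzyme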
PAFAH2 inh = PAFAH2 (human) inhibition | Q99487 | actives 0.99% (n = 340,000) | recombinant PAFAH2, FP-rhodamine activity probe, fluorescence polarization | inhibition, % at 3.39 µM;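 active = inhibition above the mean over all tested compounds plus 3 SD, cut at about 30% in these data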;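 also: inhibitors block probe labeling of enzyme so polarization drops; 0% = enzyme with DMSO and 100% = wells lacking PAFAH2 protein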
PAFAH1B2 FP inh = inhibitors of human PAFAH1B2 | P68402 | recombinant PAFAH1B2, FP-rhodamine activity probe, fluorescence polarization | inhibition, % at 3.39 µM | actives 1.2% (n = 340,000);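 active = inhibition above the mean of all tested compounds plus 3 SD, cut at about 24% in these data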;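 also: 0% = enzyme with DMSO and 100% = wells lacking PAFAH1B2; many of its hits are not listed in these tables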
Target sequence (P68402 whole entry, looked up): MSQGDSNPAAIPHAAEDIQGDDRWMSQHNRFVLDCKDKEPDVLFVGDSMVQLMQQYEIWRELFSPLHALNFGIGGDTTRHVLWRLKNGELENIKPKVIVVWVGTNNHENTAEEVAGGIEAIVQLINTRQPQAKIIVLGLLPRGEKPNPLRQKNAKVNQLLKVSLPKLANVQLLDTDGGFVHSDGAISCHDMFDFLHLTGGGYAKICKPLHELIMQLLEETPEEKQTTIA
PME-1 inh = blocks human protein phosphatase methylesterase 1. recombinant PME-1, FP-Rh probe fluorescence polarization. inhibition, % at 5.9 µM. actives 0.53% (n = 320,000). AID 2130;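 active = inhibition above the campaign mean of all compounds plus 3 SD, cut at about 26% in these data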;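 also: competitive labeling of PME-1 active site by serine hydrolase directed probe; 0% = PME-1 with DMSO and 100% = wells lacking PME-1 enzyme; inhibitors block probe labeling so polarization falls and inhibition rises; many of its hits are not listed in these tables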
Fam108B counter = Fam108B inhibition, counter-screen for RBBP9 inhibitors; inhibition, % at 9.51 µM; recombinant Fam108B, FP-Rh probe fluorescence polarization; actives 0.33% (n = 300,000);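 active = inhibition above the screen mean inhibition plus 3 SD, computed separately per campaign, cut at about 18% in these data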;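 also: inhibitors lower polarization as less probe binds the enzyme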
pPAFAH inh = inhibitors of human plasma PAF acetylhydrolase (pPAFAH); Q13093; recombinant pPAFAH, FP-rhodamine probe fluorescence polarization; inhibition, % at 3.39 µM; actives 1.5% (n = 330,000); AID 463082;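 active = inhibition above the mean inhibition across the screen plus 3 SD, cut at about 25% in these data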;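 also: inhibitors block binding of the rhodamine activity-based probe so polarization drops; 0% = enzyme with DMSO and 100% = wells lacking pPAFAH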
PAFAH1B3 inh = blocks human PAF acetylhydrolase 1B catalytic subunit 3; Q15102; recombinant PAFAH1B3, FP-rhodamine probe, fluorescence polarization; inhibition, % at 3.39 µM; actives 0.28% (n = 340,000); AID 492972;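 active = inhibition above the screen-wide average of all tested compounds plus 3 SD, cut at about 25% in these data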;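 also: 0% = enzyme with DMSO only and 100% = wells lacking PAFAH1B3 protein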
LYPLA1 counter = blocks human lysophospholipase 1, a PME1 counter-screen; AID 2174; inhibition, % at 5.9 µM; O75608; actives 0.16% (n = 320,000); recombinant LYPLA1, FP-Rh probe fluorescence polarization;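 active = inhibition above the mean of all tested compounds plus 3 SD, set per campaign, cut at about 14% in these data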;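 also: inhibitors block serine hydrolase probe labeling of LYPLA1 so polarization falls; 0% = enzyme with DMSO and 100% = wells lacking LYPLA1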
PAD4 inh = PAD4 (human) enzyme inhibition | recombinant PAD4, RCA probe fluorescence polarization | inhibition, % at 6.36 µM | actives 0.41% (n = 330,000);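 active = percent inhibition above a cutoff equal to the mean of all tested compounds plus 3 SD, cut at about 15% in these data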;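 also: 0% = PAD4 with RCA probe and DMSO and 100% = probe without PAD4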
Target sequence (Q9UM07 whole entry, looked up): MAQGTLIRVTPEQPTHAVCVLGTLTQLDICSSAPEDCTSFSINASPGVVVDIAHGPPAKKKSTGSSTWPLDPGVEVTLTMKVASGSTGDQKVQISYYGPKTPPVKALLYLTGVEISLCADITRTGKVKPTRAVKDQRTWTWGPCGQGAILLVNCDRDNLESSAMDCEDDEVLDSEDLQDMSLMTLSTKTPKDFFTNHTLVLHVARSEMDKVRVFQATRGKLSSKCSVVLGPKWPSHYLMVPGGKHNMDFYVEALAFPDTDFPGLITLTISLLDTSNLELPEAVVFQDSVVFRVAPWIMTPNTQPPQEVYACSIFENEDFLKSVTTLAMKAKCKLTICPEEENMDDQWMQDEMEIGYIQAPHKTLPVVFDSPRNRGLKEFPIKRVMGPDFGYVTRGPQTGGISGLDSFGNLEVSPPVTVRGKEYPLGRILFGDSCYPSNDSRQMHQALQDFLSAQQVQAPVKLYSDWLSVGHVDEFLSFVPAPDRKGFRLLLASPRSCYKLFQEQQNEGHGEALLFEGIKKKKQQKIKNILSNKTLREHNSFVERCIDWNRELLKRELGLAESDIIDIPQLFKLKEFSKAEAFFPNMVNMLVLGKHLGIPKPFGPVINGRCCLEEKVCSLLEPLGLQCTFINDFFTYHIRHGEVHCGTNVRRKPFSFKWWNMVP
* marks the source's active call; other numbers are inactive results; x = no result given; & = joins results of further samples.

Preview:
SMILES	GSTO1 inh	PAFAH2 inh	PAFAH1B2 FP inh	PME-1 inh	Fam108B counter	pPAFAH inh	PAFAH1B3 inh	LYPLA1 counter	PAD4 inh
CCOC(=O)C1CCN(CC(=O)c2ccc(O)c(C)c2O)CC1	5	6	4	-3	-2	3	7	-2	-5
COC(=O)c1cc(Br)c(=O)n(CCN2CCOCC2)c1	11	-4	2	1	3	1	1	-1	-1

The listing, from the first entry:
SMILES	GSTO1 inh	PAFAH2 inh	PAFAH1B2 FP inh	PME-1 inh	Fam108B counter	pPAFAH inh	PAFAH1B3 inh	LYPLA1 counter	PAD4 inh
CCOC(=O)C1CCN(CC(=O)c2ccc(O)c(C)c2O)CC1	5	6	4	-3	-2	3	7	-2	-5
COC(=O)c1cc(Br)c(=O)n(CCN2CCOCC2)c1	11	-4	2	1	3	1	1	-1	-1
O=CN1CCN(C(=O)c2ccccc2F)CC1	3	-3	1	0	-1	4	9	-3	-1
Cc1c(C(=O)O)sc2nc(/C=C/c3ccccc3OC(F)F)[nH]c(=O)c12	-16	-11	-12	-27	-13	-2	-12	-17	3
CCOC(=O)CC/C(=N\NC(N)=O)c1ccc(OC)c(Cl)c1	2	2	4	-2	17	2	-6	1	2
O=C(c1ccco1)N1CCN(c2nnc(-c3ccccc3)c3ccccc23)CC1	6	6	6	0	2	3	9	-2	2
COC(=O)c1c(C)[nH]c(C(=O)OCC(=O)NCC(C)C)c1C	0	19	2	1	1	9	-4	0	4
CCn1c(SCC(=O)Nc2ccc(C)cc2)nnc1-c1ccccn1	9	5	5	-5	-5	0	2	1	-5
O=C(NCc1nc2ccccc2[nH]1)c1cccc(S(=O)(=O)N2CCCC2)c1	5	16	7	-3	8	2	4	-4	-8
O=C(Nc1nc(-c2ccccc2)cs1)c1ccc2c(c1)S(=O)(=O)c1ccccc1C2=O	9	-1	-1	-5	1	0	-4	-2	6
Cc1cccc(NS(=O)(=O)Cc2ccccc2)n1	1	15	7	0	-4	6	10	4	1
Cc1ccc2c(c1)N=C(c1ccc(F)cc1)CO2	5	2	0	-3	-4	1	3	-4	-5
O=C(CCNS(=O)(=O)c1ccc(Cl)cc1)N1CCN(Cc2ccccc2)CC1	6	1	2	-3	0	-3	-1	2	0
COc1ccccc1N1CCN(Cc2ccc(O)c3ncccc23)CC1	8	0	7	10	-1	4	5	2	-2
O=C(NCCCn1ccnc1)c1cc2c(ccc3ccccc32)o1	1	x	x	1	-2	3	x	1	-2
N#Cc1cc2[nH]c3ccccc3c2[n+](-c2ccc([N+](=O)[O-])cc2)c1N	7	4	5	-6	8	3	4	4	-2
CCC(=O)N1N=C(c2ccccc2)CC1c1ccccc1 (centres undefined)	-3	-1	6	6	-1	1	4	-4	0
O=C(Cc1ccc(F)cc1)OCC(=O)c1cc2ccccc2o1	15	1	-1	3	0	13	0	1	-1
C=CCc1cc(OC)ccc1OCCN1CC(C)OC(C)C1 (centres undefined)	-1	6	4	-3	1	3	6	-3	-4
COc1ccccc1NC(=O)c1cc(OC)c(OC)cc1[N+](=O)[O-]	12	0	-4	6	2	3	3	2	0
O=C(COC(=O)c1ccccc1NC(=O)c1ccco1)Nc1ncc(Cl)cc1Cl	8	8	-4	-7	-9	6	0	-7	-1
Cc1cc2c(cc1S(=O)(=O)CCC(=O)NCc1ccccc1)OCC(=O)N2	2	11	4	-3	-2	5	-7	2	-2
CCCOC(=O)C1=C(C)NC2=C(C(=O)C(C(=O)OC)C(C)C2)C1c1ccc(N(C)C)cc1 (centres undefined)	8	0	0	6	1	4	3	-4	-5
O=S(=O)(NN=C1CCCCC1)c1ccccc1	5	2	15	-3	-3	-3	5	1	-5
CCCSc1nnc(N2C(=O)CC(c3ccsc3)C3=C2CCCC3=O)s1 (centres undefined)	1	6	3	1	-2	2	12	5	-5
COc1cccc(N2CCN(CC(=O)Nc3nc(C)c(C(=O)N(C)C)s3)CC2)c1	2	-2	-1	1	3	6	6	3	-3
O=S(=O)(NCc1cccs1)c1ccc(Br)s1	4	x	x	5	-4	5	x	-2	4
COC(=O)CCCC(=O)NC1CC(C)(C)Cc2c1cnn2-c1ccc(C)cc1 (centres undefined)	0	3	-1	6	-2	4	5	-2	5
Cc1nc(-c2cccnc2)sc1C(=O)Nc1ccc(C(F)(F)F)cc1	-16	-15	3	-5	0	-3	0	-9	-3
O=C(Nc1ccc(-c2nnc3n2CCCCC3)cc1)c1ccco1	16	1	7	3	-2	3	-2	-1	2
Cc1cc(=S)n(-c2ccccc2)n1C	-5	-3	3	0	3	2	4	1	-3
CC(=O)/C(=C/N(C)C)Sc1ccc(C)cc1	10	0	0	8	4	4	5	1	5
COc1ccc(C(=O)C2CCCN(Cc3cccn3-c3ccccn3)C2)c(OC)c1 (centres undefined)	1	-1	3	0	3	1	5	-3	1
O=C(O)CCc1ccc(-c2ccc(F)cc2)n1CC(=O)O	-13	11	5	0	4	8	7	3	-5
NC(=O)c1ccc(NC(=O)C#Cc2ccccc2)cc1	-7	5	3	-8	-7	-6	12	-4	-1
Cc1ccc(N2CCN(/N=C/C(Cl)=C/c3ccccc3)CC2)cc1	-3	-5	2	0	2	5	7	3	-2
O=C(NC(=S)Nc1ccccc1Br)C1CCCCC1	x	-3	3	x	x	6	7	x	-1
COc1ccc2c(c1)C(=O)Cc1ccccc1O2	-1	4	7	-2	-2	0	5	1	-5
CCO[C@H]1OC(C(=O)NCc2ccccc2)=C[C@@H](C2CC2)[C@@H]1CCCO	3	-4	-3	3	4	7	0	2	-2
COC(=O)CCNC(=O)Cc1c(C)n(C(=O)c2ccc(Cl)cc2)c2ccc(OC)cc12	1	5	6	-5	1	12	4	1	-7
Cc1cc(NC(=O)Nc2cccc(Cl)c2)n(C(C)(C)C)n1	0	-4	8	5	2	-1	4	-3	-2
CCOc1ccccc1NC(=O)c1ccc2c(c1)C(=O)N(C(C)(C)C)C2=O	1	-3	-3	0	3	0	18	-1	-1
Cc1ccc(C(=O)NCC(=O)OCC(=O)Nc2cc(S(=O)(=O)N3CCOCC3)ccc2Cl)s1	x	5	5	x	x	0	10	x	0
C=C(C)c1cccc(C(C)(C)NC(=O)N2CCC(C(N)=O)CC2)c1	2	-5	-3	3	9	3	-2	0	-1
COc1cccc(C(=O)/C=C/Nc2ccc(S(=O)(=O)Nc3onc(C)c3C)cc2)c1	9	7	6	-2	3	-5	6	-7	3
O=C(NCc1ccco1)c1ccc(Cn2c(=O)c3ccccc3n(Cc3ccc(Cl)cc3)c2=O)cc1	-8	-7	-8	-14	-14	-6	-19	-8	-9
CN(CC(=O)Nc1ccc(F)c(F)c1F)C(=O)c1ccc2c(c1)OCCO2	-1	-1	-6	-6	-2	2	4	-2	-2
COc1ccccc1N1CCN(CCCOc2ccc(F)cc2)CC1	13	-4	0	-3	-1	3	5	1	-3
C/C(=N\OC(=O)c1ccc(C)cc1)c1sc(C)nc1C	3	55*	2	0	-2	24	0	2	2
CC(C)[C@H](NC(=O)c1ccc(F)cc1)C(=O)NC1=NCCS1	-7	5	3	-1	3	6	11	1	-6
O=C(CSc1nc2ccccc2s1)NCc1cc([N+](=O)[O-])ccc1O	0	6	29*	9	3	11	1	-2	4
CCC(C(=O)Nc1ccc2c(c1)OCCO2)n1nnc2ccccc2c1=O (centres undefined)	2	-6	3	0	-1	3	6	0	-3
COc1ccc(OC)c(NC(=O)CCc2c[nH]c3ccccc23)c1	-2	0	3	6	3	9	2	0	1
COc1ccc2cc(C(=O)NCc3ccco3)c(=O)oc2c1	5	7	2	0	5	2	-6	3	-5
Cc1cc(SCC(=O)N/N=C/c2ccc(C(=O)O)cc2)nc2ccccc12	-23	-1	3	-7	-7	-7	4	-8	0
CCCSc1nnc(NC(=O)Nc2ccccc2OC)s1	-14	6	1	-26	-4	-6	8	-6	6
Cc1cc(N2CCCC2)nc2ccc(NC(=S)NCCCN3CCC(C)CC3)cc12	1	0	-1	-1	2	1	4	3	4
COC(=O)CSc1cc(C)nc(SC)n1	-2	6	3	2	-1	6	6	1	0
N#CCC1c2ccccc2CCN1C(=O)Nc1cccc(Cl)c1 (centres undefined)	6	-1	2	-3	0	0	4	-8	-1
C[C@@]12C(=O)Nc3ccccc3C(=O)N1[C@H]1c3cc(Br)ccc3OC[C@@H]1[C@@H]2c1ccccc1	6	-48	-8	-44	-31	-12	-30	-21	-7
Additional results follow:
SMILES	GSTO1 inh	PAFAH2 inh	PAFAH1B2 FP inh	PME-1 inh	Fam108B counter	pPAFAH inh	PAFAH1B3 inh	LYPLA1 counter	PAD4 inh
O=C(COC(=O)c1cc[n+]([O-])cc1)NC(=O)c1ccc(OC(F)F)cc1	x	0	1	x	x	4	12	x	-2
CS(=O)(=O)Cc1cc(Sc2ccccc2)nc(-c2ccncc2)n1	9	-2	4	-2	2	3	1	-2	-10
Cn1nc(C(F)(F)F)c(/C=N/OC(=O)c2ccc(Cl)cc2)c1Cl	-1	15	7	-1	-1	6	5	-2	0
OCCCn1c(-c2ccccc2)csc1=Nc1ccccc1	10	6	4	2	-4	4	7	2	11
COc1ccc(CNC(=O)CN(c2cccc([N+](=O)[O-])c2)S(C)(=O)=O)cc1	9	1	-2	1	-3	1	3	-1	1
O=[N+]([O-])c1cccc(-c2ccc(C(=S)N3CCN(c4ccc(F)cc4)CC3)o2)c1	-4	-6	-3	3	10	15	-3	1	-3
O=C(Nc1ccc2c(c1)CCCN2C(=O)c1ccccc1)c1ccccc1	-2	5	-1	2	4	-2	15	-1	0
CCOC(=O)C1(Cc2cccc(F)c2)CCN(C(=O)COC)CC1	4	-8	7	-1	4	-2	6	5	-5
COC(=O)c1cccc(-n2nnnc2SCC(=O)Nc2nc3c(s2)CCCC3)c1	-1	-14	-2	-1	2	-4	-2	-1	-2
COc1ccc(C#Cc2ccc3c(=O)c4ccccc4n(C)c3c2)cc1	-10	-32	-5	-43	-11	-6	-7	-15	1
NNC(=O)c1cc(-c2ccccc2)sc1N	8	6	5	11	3	16	6	-5	-3
c1ccc(-c2cn3c4c(sc3n2)CCCC4)cc1	-8	2&3	0&7	2	1	2	8&0	0	0
CC(=O)c1ccc(NC(=O)CSc2ccc3nnc(-c4ccccn4)n3n2)cc1	5	-3	6	7	-1	2	4	-4	1
CCOC(=O)C1C(=O)C=C(C)C(C(=O)OCC)C1c1ccc(OC)cc1 (centres undefined)	2	1	0	-1	-3	5	4	-1	-1
Cc1ccc(CNC(=O)C23CN(Cc4ccccc4)CC2C(c2ccc([N+](=O)[O-])cc2)=NO3)o1 (centres undefined)	4	-6	0	-1	0	9	5	-1	-2
O=C(c1ccc2c(c1)OCO2)C1CCCN(C(=O)c2cnn(Cc3ccccc3)c2)C1 (centres undefined)	12	-7	-2	-1	-1	1	0	-2	-1
CCc1ccc(NC(=O)N[C@H](C(=O)O)C(C)CC)cc1 (some centres undefined)	5	0	6	1	2	6	7	-3	2
CC1CC1C(=O)Nc1ccc(-c2ccccc2)cc1 (centres undefined)	-2	8	-2	-1	1	0	11	-6	3
COc1ccc(O)c(CN2CCN(C/C=C/c3ccccc3)CC2)c1	8	0	6	-1	1	6	9	3	-1
O=C(Nc1ccc2c(c1)CCC2)c1ccc(Br)s1	-3	-5	-4	-6	-3	-6	-3	-5	3
CCN(CC(=O)NC1CCS(=O)(=O)C1)c1nc(-c2cccnc2)nc2ccccc12 (centres undefined)	5	1	4	4	-2	-2	5	-3	-1

An excerpt; rates above refer to the full screens.
